Screens deposited in PubChem BioAssay by NMMLSC.
Bcl-B Bim block = inhibitors of Bim-Bcl-B binding, primary screen, biochemical, multiplexed, human Bcl-2 family; bead-based flow cytometry, Bim peptide-Bcl-B binding; inhibition, % at 10 µM; AID 951, 2007; Bcl-2-like protein 10 (Homo sapiens), Q9HD36; hit rate 0.073% among 190,000;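 note: 0% = tracer peptide without compound and 100% = reference inhibitor peptide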
RGS8-Gao reg = RGS8-Galphao binding modulators, primary screen, biochemical, multiplexed bead flow cytometry | actives lie on both sides | response (percent of control binding), % at 10 µM | hit rate 0.34% among 220,000 | AID 1423, 2008; in the data active = response below about 60% or above about 140%; inactive = in between;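 note: Galphao activated as the GDP aluminium fluoride complex binding bead-coupled RGS8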
Bim-Bfl-1 = inhibitors of Bim binding to Bfl-1, primary screen, biochemical, multiplexed, bead-based flow cytometry | Bim-Bfl-1 binding inhibition | AID 1008, 2008 | inhibition, % at 10 µM | hit rate 0.12% among 190,000;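 note: 0% = wells without compound plus tracer and 100% = blocker peptide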
Bim-Bcl-W = inhibitors of Bim binding to Bcl-W, primary screen, biochemical, multiplexed, bead-based flow cytometry; Bcl-2-like protein 2 (Homo sapiens), Q92843; hit rate 0.02% among 190,000; inhibition, % at 10 µM; Bim peptide-Bcl-W binding;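 note: 0% = bound tracer without compound and 100% = peptide blocker; higher means less fluorescent Bim peptide bound to Bcl-W beads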
Target sequence (Q92843 whole entry, looked up): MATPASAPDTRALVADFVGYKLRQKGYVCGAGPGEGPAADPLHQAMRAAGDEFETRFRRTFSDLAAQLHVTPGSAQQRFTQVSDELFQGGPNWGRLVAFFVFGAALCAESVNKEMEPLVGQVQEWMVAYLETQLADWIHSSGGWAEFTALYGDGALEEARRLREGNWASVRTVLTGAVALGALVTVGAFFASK
ABCG2 block = ABCG2 efflux pump inhibitors, primary screen, multiplex with ABCB1, IgMXP3 cells, flow cytometry; inhibition, % at 6.6 µM; JC-1 efflux; hit rate 0.1% among 190,000; Broad substrate specificity ATP-binding cassette transporter ABCG2 (Homo sapiens), Q9UNQ0;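 active = inhibition above 80%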;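 note: 0% = DMSO and 100% = nicardipine control wells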
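Test system: IgMXP3 (ABCG2) plus far-red-tagged CCRF-Adr (ABCB1) cells / Amount: 3 million cells/mL in well / Reagent: JC-1 transporter substrate / Timing: 10 min compound exposure, 25 °C / Signal: flow cytometry, 530 nm JC-1 signal / Read-out: percent efflux inhibition, scaled nicardipine 100% to DMSO 0% / Benchmarks: nicardipine as high control, DMSO as low control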
Bcl-2 Bim block = inhibitors of Bim-Bcl-2 binding, primary screen, biochemical, multiplexed, human Bcl-2 family. Apoptosis regulator Bcl-2 (Homo sapiens), P10415. Bead-based flow cytometry, Bim peptide-Bcl-2 binding. inhibition, % at 10 µM. hit rate 0.06% among 190,000; in the data active = inhibition above about 40%; inconclusive = no clear call, values can overlap the other calls;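 note: 0% = no compound wells with probe peptide and 100% = reference peptide inhibitor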
Target sequence (P10415 whole entry, looked up): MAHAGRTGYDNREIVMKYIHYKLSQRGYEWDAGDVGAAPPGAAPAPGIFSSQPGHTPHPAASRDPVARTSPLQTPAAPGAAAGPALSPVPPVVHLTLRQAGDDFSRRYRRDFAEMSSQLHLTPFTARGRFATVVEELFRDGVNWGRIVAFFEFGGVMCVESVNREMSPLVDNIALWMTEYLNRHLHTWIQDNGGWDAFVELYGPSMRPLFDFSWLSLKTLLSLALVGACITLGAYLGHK
Bcl-XL Bim block = inhibitors of Bim-Bcl-XL binding, primary screen, biochemical, multiplexed, bead flow cytometry, human Bcl-XL. Bcl-2-like protein 1 (Homo sapiens), Q07817. hit rate 0.04% among 190,000. Bim peptide-Bcl-XL binding, fluorescence. inhibition, % at 10 µM
Target sequence (Q07817 whole entry, looked up): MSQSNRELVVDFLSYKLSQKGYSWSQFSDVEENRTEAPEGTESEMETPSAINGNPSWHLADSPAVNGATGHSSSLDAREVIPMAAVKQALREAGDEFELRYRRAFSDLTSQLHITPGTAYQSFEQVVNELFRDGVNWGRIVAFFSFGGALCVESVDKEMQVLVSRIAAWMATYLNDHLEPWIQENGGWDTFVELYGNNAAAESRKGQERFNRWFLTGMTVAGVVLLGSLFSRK
RGS7-Gao reg = RGS7-Galphao binding modulators, primary screen, biochemical, multiplexed bead flow cytometry | actives lie on both sides | Guanine nucleotide-binding protein G(o) subunit alpha (Homo sapiens), P09471 | binding response (% of control), % at 10 µM | hit rate 0.35% among 220,000; in the data active = binding response below about 49% or above about 150%; inconclusive = no clear call, values can overlap the other calls; inactive = in between;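 note: fluorescent Galphao held in activated GDP-AlF4 state binding bead-coupled RGS7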
RGS4-Gao reg = modulators of RGS4 binding to Galphao, primary screen, biochemical, multiplexed bead flow cytometry; binding response (% of control), % at 10 µM; actives lie on both sides; hit rate 0.33% among 220,000; in the data active = binding response below about 49% or above about 150%; inactive = in between;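 note: fluorescent Galphao activated with aluminum fluoride binding bead-coupled RGS4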
ABCB1 inh = ABCB1 efflux pump inhibitors, primary screen, cell-based, multiplex, flow cytometry, ABCG2 counter-screen. hit rate 0.067% among 190,000. inhibition, % at 6.6 µM. CCRF-Adr cells, JC-1 efflux. AID 1326, 2008. ATP-dependent translocase ABCB1 (Homo sapiens), P08183; in the data active = inhibition above about 40%;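 note: 0% = vehicle and 100% = reference inhibitor; higher value means more JC-1 retained so stronger ABCB1 efflux block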
Mcl-1 Bim block = inhibitors of Bim peptide binding to Mcl-1, primary screen, biochemical, bead-based flow cytometry, multiplex; Induced myeloid leukemia cell differentiation protein Mcl-1 (Homo sapiens), Q07820; Bim peptide-Mcl-1 binding; inhibition, % at 10 µM; hit rate 0.1% among 190,000;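 note: 0% = no compound tracer wells and 100% = peptide blocker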
Target sequence (Q07820 whole entry, looked up): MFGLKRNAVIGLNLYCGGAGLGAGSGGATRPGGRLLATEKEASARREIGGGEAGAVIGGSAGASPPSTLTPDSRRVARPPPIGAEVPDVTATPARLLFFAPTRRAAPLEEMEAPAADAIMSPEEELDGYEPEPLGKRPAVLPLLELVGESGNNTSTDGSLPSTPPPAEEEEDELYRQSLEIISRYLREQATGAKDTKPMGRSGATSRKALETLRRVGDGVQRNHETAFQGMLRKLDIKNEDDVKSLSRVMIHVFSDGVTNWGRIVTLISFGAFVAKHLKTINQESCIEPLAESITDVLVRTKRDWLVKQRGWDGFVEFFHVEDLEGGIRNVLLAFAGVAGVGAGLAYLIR
Active calls of the source: *; ? = inconclusive; . = not tested or not shown. Cut-off read from the data, not from the text of the source, unless noted: active = inhibition above about 40%.

SMILES	Bcl-B Bim block	RGS8-Gao reg	Bim-Bfl-1	Bim-Bcl-W	ABCG2 block	Bcl-2 Bim block	Bcl-XL Bim block	RGS7-Gao reg	RGS4-Gao reg	ABCB1 inh	Mcl-1 Bim block
O=C(Cn1cnc2c(nnn2-c2ccccc2)c1=O)NCc1ccco1	-3	95	-8	0	2	-3	-4	94	92	0.2	0
COc1ccc(CN(CC(=O)NC2CCCC2)C(=O)c2ccc(-c3ccccc3)[nH]2)cc1	-1	104	-4	-14	3	-4	-15	102	104	1.8	-24
Cc1cc(C)c2cc(CN(CCN3CCCC3)C(=O)Nc3ccc(F)cc3)c(=O)[nH]c2c1	0	102	-3	0	1	1	0	101	102	0.9	0
O=C(COc1cccc(F)c1)N1c2ccccc2Sc2ccccc21	-1	104	-1	0	5	0	-2	107	104	0.3	-2
COC(=O)C1=C(C)N(Cc2ccco2)C(=O)/C1=C\c1ccc([N+](=O)[O-])cc1	-8	95	8	-3	19	-4	-4	?	102	2.9	-5
CCOc1cc2[nH]c(=S)n(CCN3CCCCC3CC)c(=O)c2cc1OCC (stereo unspecified)	-20	98	-14	-3	11	-7	-9	97	99	4.6	-3
Cc1ccc(N/C(SCc2ccccc2C)=C(/C#N)C(=O)NCc2ccco2)cc1C	-11	100	-18	-1	-3	-7	-7	98	100	0.0	-2
COc1ccccc1OCC(=O)Nc1ccc(-c2nnc(-c3ccco3)o2)cc1	-3	102	-6	0	0	-6	0	102	100	0.2	-1
Cc1[nH]c2c(C)cccc2c(=O)c1Br	-7	101	-7	0	5	-7	-1	98	102	0.3	1
COc1cc(NC(=O)COn2nnc3ccc(S(C)(=O)=O)cc32)cc(OC)c1	-2	129	-2	0	-1	0	1	110	109	-0.8	0
COc1ccc(CCN=C(N)NS(=O)(=O)c2cccs2)cc1OC	-1	98	-3	5	4	-4	-1	96	94	0.7	-1
O=C(Nc1cccc(O)c1)c1ccc(C(F)(F)F)cc1	1	105	0	0	7	0	0	97	99	0.4	2
Cc1cc(C)nc(NS(=O)(=O)c2ccc(NC(=O)Cc3ccccc3)cc2)n1	0	102	-2	-1	0	0	0	108	102	0.0	2
CCOc1ccc(C(O)Cc2nc3ccccc3n2C)cc1 (stereo unspecified)	-10	95	-6	-4	1	1	-10	98	95	-0.1	-5
O=C(N/N=C/c1ccc(N2CCOCC2)o1)c1cccc(C(F)(F)F)c1	-3	90	6	10	-3	3	3	93	89	-0.5	1
Cc1cccc(C(=O)Nc2nnc(-c3ccc(C(C)(C)C)cc3)s2)c1	-2	102	-3	-1	2	-3	-5	98	101	0.5	-3
O=C1CSC(=O)N1CCOCCN1C(=O)CSC1=O	-7	102	-9	0	0	-1	-6	109	108	0.1	0
O=C(CSc1nnc(-c2cccs2)n1-c1ccccc1)NCc1ccco1	-9	101	-19	-2	11	-8	-7	96	100	-0.2	-3
COC(=O)c1ccc(OC(=O)C2CC(=O)N(c3ccc(C)cc3C)C2)cc1 (stereo unspecified)	-6	93	-16	1	4	-9	-5	98	91	0.8	0
CCN(CC)S(=O)(=O)c1cccc(C(=O)NCCCN2CCOCC2)c1	-7	92	-17	0	2	-11	-3	106	79	0.2	1
COc1nc(C)nc2c1sc(=S)n2C	-3	101	-4	0	3	-5	-1	105	102	0.2	-2
COc1ccc(C2C=C(c3ccc(C)c(C)c3)Nc3ncnn32)c(OC)c1OC (stereo unspecified)	-9	100	-3	-4	5	-6	-9	101	100	0.6	-2
Cc1cc2n(n1)C(c1cn(-c3ccccc3)nc1C)Nc1ccccc1-2 (stereo unspecified)	-6	93	-8	1	8	-11	-1	102	90	0.7	0
Cc1ccc(N2CC(C(=O)NCCc3ccc(S(N)(=O)=O)cc3)CC2=O)cc1 (stereo unspecified)	0	96	1	0	3	1	0	99	99	0.9	0
CC1CCCC(C)N1CC(O)COc1c(F)cc(Br)cc1F (stereo unspecified)	-9	101	-8	-5	1	-6	-6	?	101	0.5	-2
CCOC(=O)c1c(-c2cccs2)csc1NC(=O)c1ccncc1	-2	104	-2	-3	5	-2	-2	99	101	0.8	-2
CCOC(=O)C1CCCN(c2c(NCCCN(CC)c3ccccc3)c(=O)c2=O)C1 (stereo unspecified)	-4	98	-1	1	-2	3	0	97	98	-5.7	3
Cc1cc(C)c(C#N)c(SCc2nc3ccccc3c(=O)[nH]2)n1	-4	102	-4	0	20	-6	-2	99	100	2.6	-2
CCOc1ccccc1NC(=O)N1CCCC(c2nc3c(nnn3Cc3ccc(C)cc3)c(=O)[nH]2)C1 (stereo unspecified)	-1	102	-5	-3	2	-6	0	98	99	1.0	-1
Cc1ccc(C(=O)Nc2ccc3nc(C)sc3c2)s1	-4	104	-11	1	1	-9	0	100	103	-0.1	-1
CC(C)CCN1CCN(C2CSCCSC2)CC1CCO (stereo unspecified)	-8	100	-9	0	2	-4	-3	97	100	0.6	-3
CCCc1cc(=O)[nH]c(SCc2cccc(C)c2)n1	0	108	0	0	2	-1	-7	99	104	2.2	-1
Cn1c(CSCc2ccccc2Cl)nnc1SCC(=O)Nc1nccs1	-2	101	-2	-3	9	0	-5	94	98	0.6	-1
Nc1ccccc1Oc1ccc2ccccc2c1	0	101	0	-4	5	1	-1	102	103	0.2	0
CCCCOc1ccccc1NC(=O)c1ccc(=O)[nH]c1	0	100	-3	0	9	0	-2	96	92	0.7	0
COc1ccc(CN2C3CCCC2CC(NC(=O)Nc2cccc(C)c2)C3)cc1 (stereo unspecified)	-6	106	-2	-7	-2	-4	-8	108	111	-0.6	-5
COc1cc(C(=O)OCC(=O)NCc2ccccc2)cc(NC(=O)c2ccco2)c1OC	-8	102	-7	4	7	-4	-9	101	104	1.4	0
CC(NC(=O)COc1ccccc1-c1ccccc1)c1ccccc1 (stereo unspecified)	-13	103	-12	-9	3	-11	-12	101	100	0.4	-7
Cc1[nH]n(-c2ccccc2)c(=O)c1/C=N/Nc1nncc(-c2ccccc2)n1	-6	.	-8	0	-3	-5	-4	.	.	-0.6	0
Cc1c(C)n(C(=O)CN2CCN(c3ccccn3)CC2)c2ccccc12	-4	104	-9	9	1	-2	2	104	103	0.3	1
OCCC#Cc1ccc(CN2CCN(C3CCCCC3)C(CCO)C2)cc1 (stereo unspecified)	-1	93	-5	0	9	-3	-1	93	95	1.4	0
COCCCNC(=O)CSc1ccsc1[N+](=O)[O-]	-1	92	-5	0	1	-2	-1	89	90	0.2	0
CC(C)c1onc(C(=O)Nc2sc3c(c2C#N)CCC3)c1[N+](=O)[O-]	-15	99	-1	-1	3	-5	-6	100	99	0.7	0
Cc1cc(NN)nc2ccc(Cl)cc12	-8	95	1	0	-3	0	-2	99	97	-1.0	0
CCOC(=O)N1CCN(C(=O)CN(c2ccccc2)S(C)(=O)=O)CC1	0	101	-5	0	1	-6	-1	?	100	0.5	1
Cc1ccc(-c2ccc(/C=N/O)o2)cc1[N+](=O)[O-]	-4	93	-3	2	10	-1	0	90	89	0.4	0
O=C(Cn1cc(/C=N/NC(=O)c2cccc(C(F)(F)F)c2)c2ccccc21)Nc1ccc(F)cc1	-1	104	0	-1	-2	2	-1	102	101	-0.7	2
CCOC(=O)c1ccc(NC(=O)CCNS(=O)(=O)c2ccc3c(c2)oc(=O)n3C)cc1	-4	99	-2	-2	0	-2	0	100	98	-0.2	-6
CCN(CC)CCNc1nc2cc(OC)c(OC)cc2c2nc(-c3ccccc3)nn12	1	102	0	1	4	-1	0	105	105	4.3	-2
COc1cc(OC)cc(C(=O)NNC(=S)NC2CC2)c1	-41	101	-4	-2	6	-6	-7	109	103	1.8	-5
Cc1ccc(C(C)C)c(OCCN)c1	-3	90	-8	0	-3	-5	-2	77	81	0.1	0
COc1ccc(CNC(=O)C(C)N=C2NS(=O)(=O)c3ccccc32)cc1OC (stereo unspecified)	-8	104	-15	1	-3	-5	-4	96	98	-0.4	-4
Cc1ccc(C)c(NC(=O)COC(=O)CCCN=C2NS(=O)(=O)c3ccccc32)c1	1	95	-1	0	5	3	0	104	101	0.4	2
COc1ccc(-c2nc(CSCC(=O)N3CCc4ccccc43)c(C)o2)cc1OC	0	104	0	0	11	1	0	105	101	3.9	-2
Brc1ccc2c(c1)C(c1ccc(N3CCOCC3)cc1)=NNC(c1cccs1)=N2	-2	93	-2	-2	3	-1	-1	97	97	0.3	-1
COCC1CCCN(Cc2cn(-c3ccccc3F)nc2-c2cc(C)sc2C)C1 (stereo unspecified)	-2	99	-8	0	3	-6	-5	95	96	0.6	0
O=C(CSc1ncnc2c(-c3ccc(Cl)cc3)nsc12)c1ccccc1	-8	106	-16	0	8	-8	-4	102	104	-0.1	-4
COC(=O)C1=C(C)N(Cc2cccnc2)C(=O)C1	-6	96	-22	0	21	-15	-4	93	95	0.5	-4
Cc1cc(C(=O)OCC(=O)Nc2cc(S(=O)(=O)N3CCOCC3)ccc2Cl)c(C)o1	-6	104	0	0	6	3	1	106	112	0.7	1
CCC(C)N=C1Sc2nc3ccc(C)cc3cc2CN1CCOC (stereo unspecified)	-15	100	5	0	4	0	-5	102	101	1.1	0
CCS(=O)(=O)N1CCC(c2nc(-c3ccc(C)cc3)no2)CC1	1	97	2	1	2	2	1	91	90	0.5	1
CN(c1ccccc1C(=O)NCC1CCCO1)S(C)(=O)=O (stereo unspecified)	-13	99	-10	-1	1	-7	-6	96	92	-0.1	-3

4 entries from above in a different format.
The line under a structure holds: Bcl-B Bim block | RGS8-Gao reg | Bim-Bfl-1 | Bim-Bcl-W | ABCG2 block | Bcl-2 Bim block | Bcl-XL Bim block | RGS7-Gao reg | RGS4-Gao reg | ABCB1 inh | Mcl-1 Bim block
> COCCCNC(=O)CSc1ccsc1[N+](=O)[O-]
 : -1 | 92 | -5 | 0 | 1 | -2 | -1 | 89 | 90 | 0.2 | 0
> CCC(C)N=C1Sc2nc3ccc(C)cc3cc2CN1CCOC (stereo unspecified)
 : -15 | 100 | 5 | 0 | 4 | 0 | -5 | 102 | 101 | 1.1 | 0
> COC(=O)C1=C(C)N(Cc2cccnc2)C(=O)C1
 : -6 | 96 | -22 | 0 | 21 | -15 | -4 | 93 | 95 | 0.5 | -4
> OCCC#Cc1ccc(CN2CCN(C3CCCCC3)C(CCO)C2)cc1 (stereo unspecified)
 : -1 | 93 | -5 | 0 | 9 | -3 | -1 | 93 | 95 | 1.4 | 0
